# Bioassay records as filed in PubChem.
# Dynein transport: inhibitors of GR-EGFP nuclear translocation, primary screen, dynein cargo transport inhibitor project, imaging, high-content, 3617.4 mouse cells; 220,000 tested, 0.47% active; test concentration mostly 20 µM; stimulated with dexamethasone, 1 µM; active compounds read low; z-score, hits read low;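 active = plate z-score of nuclear minus cytoplasmic receptor signal below a set negative limit, without overly bright fluorescence or cell loss, cut at about -3.5 in these data, passing the limit was not always enough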;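 also: z-score of nuclear minus cytoplasmic ring GR-EGFP intensity difference per well; some compounds called inactive have numbers as strong as hits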
#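 Buffer or medium: Induction medium lacking tetracycline, stripped serum | Also added: Dexamethasone agonist, 1.0 µM final, for 30 min | Timing: 48 h induction, 1 h compound, 30 min dex at 37 °C | Detection: Formaldehyde fixation, Hoechst nuclear stain, 10x automated fluorescence imaging | Measure: Nuclear versus cytoplasmic GR-EGFP signal, averaged per well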
# Salmonella PhoP GFP: inhibitors of PhoP regulon expression, primary screen, Salmonella Typhimurium, GFP reporter (AID 1863) | S. Typhimurium PhoP-regulated promoter GFP reporter, 4 h; higher % means a stronger effect | one-dose inhibition, % at 50 µM; IC50 in µM for titrated hits | 300,000 tested, 0.16% active;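 active = inhibition over 29.93%, a cutoff 3 SD above the screen mean, later confirmed by dose response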;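 also: 0% = low Mg2+ inducing control and 100% = high Mg2+ repressing control; strong numbers were not always called active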
# MT stabilize HCS: microtubule stabilizers in HeLa cells, primary screen, imaging, high-content imaging | % tubulin-high responders, % at 10 µM | 200,000 tested, 0.83% active | HeLa tubulin immunostaining HCS, 24 h; share of cells brighter than vehicle mean+2SD | AID 2205, 2009;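 active = plate Z-score above 3 for both tubulin-high and condensed-nucleus cell shares, with cell loss under 80%, at 10 µM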;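 also: anti alpha tubulin signal scored within the nucleus-defined area of each cell; some results filed as inactive read as strong as hits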
# CSM14.1 death rescue: rescue of cells from ER stress-induced death, primary screen, 384-well, CSM14.1, thapsigargin, ATP luminescence (AID 1222); one-dose cellular ATP content (survival), % at 20 µM; EC50 in µM for titrated hits; 190,000 tested, under 10 active; CSM14.1 thapsigargin-induced death rescue, ATP luminescence; higher % means a stronger effect;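 active = EC50 below 50 µM in the dose-response confirmation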;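 also: death triggered by thapsigargin at about 15 µM added after 2 h compound pretreatment; cell ATP read after overnight thapsigargin exposure of roughly 18 to 22 hours; normalized against plate controls of thapsigargin alone and 5% DMSO vehicle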
# b-catenin transl: modulators of beta-catenin nuclear translocation, primary screen, imaging, HeLa cells, immunofluorescence, high-content. nuclear translocation activity, % at 5 µM. 190,000 tested, 0.3% active;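 active = nuclear translocation activity above 50% at 5 µM, with a well cell count of 50 or more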;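 also: per-cell ratio of nuclear to cytoplasmic median beta-catenin stain intensity; plate controls were DMSO negative control for no effect and GSK-3 inhibitor IX positive control for full effect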
#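 test system = HeLa cells, endogenous beta-catenin | dosing = single 5 µM dose plus 0.02–20 µM confirmation series | times = compound treatment 24 h, 37°C, 5% CO2 | technique = beta-catenin immunofluorescence imaging with DAPI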
# Autophagy HCS: autophagy modulators in MEF cells, primary screen, imaging, high-content, MEF GFP-LC3 | MEF GFP-LC3 puncta imaging; test concentration mostly 10 µM | calls only at 10 µM (by protocol) | 190,000 tested, 0.98% active;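 active = percentage of spot-positive cells more than 3 SD above its plate mean, without a fluorescence outlier flag or 80% toxicity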;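 also: spot-positive cell cutoff set from DMSO-treated cells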
# Hep lipid drop: inhibitors of hepatocyte lipid droplet formation, primary screen, imaging, high-throughput imaging, BODIPY stain | AML12 mouse hepatocytes, oleate lipid droplets | inhibition, % at 6.5 µM | 240,000 tested, 0.4% active;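 active = lipid droplet intensity inhibited by at least 50%, with more than 500 cells counted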
#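 Test system: AML12 mouse liver cells; schedule: overnight exposure; technique: high-content imaging of BODIPY-stained droplets and DAPI nuclei; read-out: % inhibition of corrected integrated BODIPY droplet signal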
# Insulin prom up: insulin promoter activators in MIN6 cells, imaging, high-content screening, mouse beta cells. MIN6 insulin promoter-GFP reporter; active compounds read high. z-score at 5 µM. 190,000 tested, 0.3% active. AID 1625, 2009;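 active = z-score above 3 at 5 µM with at least 500 cells counted in the well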
# T cell modulator: modulators of CD8 T cell-vesicle binding, primary screen, mouse 2C CD8+ T cells, flow cytometry; 2C CD8+ T cell-vesicle binding; active compounds read low; calls only at 7 µM; 330,000 tested, 0.068% active; AID 2052, 2009;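 active = response, share of CD8 T cells binding vesicles, and their 90th percentile fluorescence all below set limits, cut at about 80% in these data, passing the limit was not always enough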
#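 System: murine 2C transgenic CD8+ T lymphocytes; also added: QL9-loaded Drosophila micro-vesicles; times: binding 1.5 h at 37 °C; measured by: flow cytometry, PE anti-B7-1 (FL2) versus Alexa647 anti-CD8 (FL8), PFA-fixed; control set: Peptide-free naked vesicles (low) and QL9 vesicles with 0.7% DMSO vehicle (high)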
# Dynein transport cytoplasmic EGFP: also measured in Dynein transport; calls as there; z-score; measured here: cytoplasmic GR-EGFP intensity; active compounds read high
# Dynein transport nuclear GR-EGFP: second read-out of Dynein transport, no call of its own (marks repeat the call); z-score; measured here: nuclear GR-EGFP intensity;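 lower value marks the stronger effect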
# Dynein transport cell count: further read-out of Dynein transport, marked with its call; z-score; measured here: cell count per field
# Insulin prom up cell count: further read-out of Insulin prom up, marked with its call; cell count; measured here: cytotoxicity, nuclei count;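 total cells summed across four imaged fields per well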
# Hep lipid drop cells 6.5 µM: second read-out of Hep lipid drop, no call of its own (marks repeat the call); cell count; measured here: cell count, cytotoxicity flag;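 cells counted across two imaged fields per well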
# b-catenin transl cell count 5 µM: recorded beside b-catenin transl, whose call it bears; cell count; measured here: cell count, cytotoxicity flag
# T cell modulator vesicle-bound %: second read-out of T cell modulator, no call of its own (marks repeat the call); double positive events, %; measured here: CD8+ vesicle-bound cell fraction;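 binding gate set so that unloaded-vesicle control wells show 10% double positive cells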
# MT stabilize HCS Hoechst-high %: second read-out of MT stabilize HCS, no call of its own (marks repeat the call); % Hoechst-high responders; measured here: nuclear condensation Hoechst responders;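 share of cells brighter than vehicle mean plus two SD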
# MT stabilize HCS cytotoxicity %: recorded beside MT stabilize HCS, whose call it bears; toxicity, %; measured here: cytotoxicity by cell density;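 0% = mean cell density of plate MIN control wells and 100% = no cells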
# Autophagy HCS cell loss 18 h: recorded beside Autophagy HCS, whose call it bears; toxicity, %; measured here: cell loss, nuclei count;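 cell loss after 18 h compound exposure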
# Numbers without * were called inactive; i = inactive; / = no result given; + = active, no number. Rows were taken by chance. Share with any hit: about 3%.
# Results follow in this order: Dynein transport	Dynein transport cytoplasmic EGFP	Dynein transport nuclear GR-EGFP	Dynein transport cell count	Salmonella PhoP GFP	MT stabilize HCS	MT stabilize HCS Hoechst-high %	MT stabilize HCS cytotoxicity %	CSM14.1 death rescue	b-catenin transl	b-catenin transl cell count 5 µM	Autophagy HCS	Autophagy HCS cell loss 18 h	Hep lipid drop	Hep lipid drop cells 6.5 µM	Insulin prom up	Insulin prom up cell count	T cell modulator	T cell modulator vesicle-bound %
> CC(=O)Nc1sc(C)c(C)c1CN1CCN(S(=O)(=O)c2ccccc2)CC1
  0.36	-0.11	0.791	-1.13	-7.5%	2.0	2.4	8.6	/	-2.0	1084	i	-3.8	-0.3	703	0.47	980	i	52.6
> OCCOc1ccc(C2=NCCO2)cc1
  -0.519	-0.214	-0.502	-0.719	9.9%	1.9	1.5	5.5	-0.5%	0.5	1018	i	-3.0	-2.5	751	-0.21	1299	i	49.8
> CO/N=C(\c1nonc1N)N1CCN(c2ccc([N+](=O)[O-])cc2Cl)CC1
  0.215	-0.211	-0.0383	0.0934	7.0%	3.0	2.8	4.0	-0.6%	3.9	1419	i	10.6	/	/	-0.68	945	i	27.2
> CCCNc1nc(OCC(F)(F)F)nc(OCC(F)(F)F)n1
  -0.413	0.0123	0.0781	-0.0415	-10.2%	2.7	1.1	2.1	-3.6%	-7.9	1138	i	7.3	-0.9	788	-0.51	953	i	59.0
> Cc1ccc(N(CC(=O)NCc2ccncc2)S(C)(=O)=O)cc1Cl
  -0.263	-0.38	0.166	0.0985	-4.6%	2.8	2.4	8.7	0.3%	1.8	1440	i	9.0	/	/	1.74	1196	i	57.6
> COc1ccc(-c2nc(N)n(C(=O)c3ccccc3Cl)n2)cc1
  0.36	0.337	0.297	-0.252	7.5%	2.2	3.0	1.2	0.6%	-0.3	943	i	-4.2	4.8	675	-0.14	1331	i	2.4
> c1ccc(CCc2nc(-c3ccc(-n4cccc4)cc3)no2)cc1
  0.43	-0.175	0.354	-0.303	4.4%	3.2	2.6	9.1	-1.2%	/	/	i	8.6	/	/	0.02	941	i	40.2
> CCCCN(CC)C(=O)c1cccc(Cl)c1
  -0.281	-0.219	-0.853	0.428	4.9%	2.5	1.5	9.9	2.4%	-4.1	1128	i	-0.4	-0.4	795	0.91	1122	i	47.3
> CC1=[N+](C)N(c2ccccc2)C(=O)C1N=Cc1c(Cl)cccc1Cl (stereo unspecified)
  0.608	-0.189	0.115	-1.01	1.9%	3.0	4.0	10.2	-1.8%	1.8	1076	i	-11.6	25.7	710	0.25	1450	i	57.1
> CC(C)n1c(=O)[nH]c2ccccc21
  0.8	-0.287	0.389	-0.768	8.0%	3.9	2.2	3.0	-0.8%	-1.6	978	i	12.3	/	/	0.26	1186	i	40.3
> CC(c1ccccc1)C1CC(=O)N(CC(=O)O)C1=O (stereo unspecified)
  -0.267	-0.24	-0.443	0.528	-3.5%	5.6	2.7	3.2	0.5%	-0.7	1078	i	-0.4	19.6	702	-0.03	1793	i	39.8
> CCOC(=O)/C(C#N)=C/c1ccc(-c2ccsc2C(=O)OC)o1
  -0.371	0.0827	-0.671	0.264	-0.9%	2.8	2.1	1.3	0.5%	/	/	i	8.3	/	/	/	/	i	22.3
> CCc1ccc(NC(=O)c2ccc3ncsc3c2)cc1
  -0.0947	-0.226	-0.81	0.214	-1.8%	2.3	1.1	6.1	-0.7%	0.3	1344	i	3.1	/	/	-0.44	1548	/	/
> Cc1ccc(F)c([C@H]2[C@H]3C=CC[C@@H](C)[C@@H]3C(=O)N2Cc2ccccc2)c1
  -0.983	-0.771	-0.509	0.408	-1.7%	/	/	/	/	0.0	1170	/	/	-57.4	688	/	/	i	47.9
> CCOC(=O)c1c(CN(CC)CC)n(C)c2cc(Br)c(O)cc12
  0.0649	-0.259	-0.0479	0.694	-9.1%	/	/	/	/	-1.2	1324	/	/	-3.6	828	-0.86	898	i	30.5
> Cc1ccc(CNC(=O)CNC(=S)N(Cc2ccccc2)Cc2ccccc2F)cc1
  0.416	0.311	0.539	-1.37	2.4%	2.3	2.1	17.7	-0.7%	-1.2	1107	+	34.7*	-40.1	696	-0.62	1106	/	/
> CCOc1ccccc1C(=O)N(C)Cc1cc2cc(OC)ccc2[nH]c1=O
  2.1	-0.314	1	-0.383	-3.1%	3.7	3.0	5.4	-3.1%	0.8	733	i	6.9	/	/	-0.15	940	i	9.9
> O=C(CCn1c(=S)oc2ccccc21)Nc1cccc(F)c1
  1.04	-0.251	0.714	-0.797	-4.8%	2.3	1.8	11.2	-0.2%	/	/	i	-9.5	-2.2	741	0.03	1135	i	61.2
> COc1ccccc1-n1c(N)cc(=O)nc1SCC(=O)Nc1cc(C)on1
  2.03	-0.205	1.25	-1.05	-10.4%	4.6	0.8	10.3	-0.4%	0.1	1045	i	5.6	-19.7	739	/	/	i	43.9
> O=C(Nc1ccccc1F)c1cnccn1
  -1.12	-0.274	-0.525	1.15	-3.1%	1.7	1.0	1.3	-9.1%	0.9	1118	i	14.4	4.5	738	-0.32	1236	i	9.4
> Cc1cc(C(=O)CSCCCn2c(=O)[nH]c3ccccc32)c(C)n1C
  -0.234	-0.217	-0.778	0.127	-10.2%	4.3	1.9	1.2	-0.4%	0.8	977	i	3.0	1.0	631	-0.02	1989	i	21.6
> Cn1c(/C(C#N)=C/c2ccncc2)nc2ccccc21
  0.961	-0.179	1.25	-0.889	/	1.5	1.1	4.8	-0.3%	-0.6	1540	i	-3.1	-8.8	686	-0.78	1422	i	38.3
> Cc1ccc2cc(CCNC(=O)C(C)(C)C)c(=O)[nH]c2c1
  1.49	-0.152	0.836	-0.257	1.4%	2.2	1.3	8.1	-3.9%	0.1	1006	i	21.9	-0.8	704	0.06	1690	i	41.4
> CN1CCCCC1=NCCCn1cnc2c1c(=O)n(C)c(=O)n2C
  -0.0755	-0.214	0.398	0.602	2.6%	3.4	2.7	5.3	-1.0%	2.0	1361	i	6.2	/	/	0.37	1572	i	15.3
> OCc1nc2ccccc2n1CC(O)COc1ccccc1 (stereo unspecified)
  -0.526	-0.218	-0.104	1.26	5.0%	1.9	1.6	3.0	-0.6%	1.4	1179	i	-1.2	/	/	0.25	1020	i	32.9
> CCN(CCCNC(=O)C1CCC(=O)N1C1CCCC1)c1cccc(C)c1 (stereo unspecified)
  0.448	-0.471	-0.26	0.0313	6.8%	5.0	2.5	7.3	0.3%	-0.7	1311	i	14.2	/	/	-0.53	1599	i	28.0
> CC(C)(C)NS(=O)(=O)c1ccc(-c2csnn2)s1
  2.72	-0.0327	1.58	-2.26	-8.7%	4.4	1.9	3.1	-2.9%	-14.8	1161	i	-0.9	13.2	812	/	/	i	38.2
> CN(CCCCN1CCOCC1)Cc1nc(-c2ccc3c(c2)OCO3)no1
  -0.745	-0.161	-0.539	0.864	1.8%	4.3	1.6	2.6	-2.4%	2.3	859	i	13.3	-6.5	681	-1.12	1390	i	28.8
> CC(C)CC(=O)NC(=S)Nc1ccc(NC(=O)c2cccs2)cc1
  -0.585	0.567	-0.188	2.54	-6.0%	1.7	2.2	6.6	-2.6%	6.0	990	i	5.5	4.9	755	/	/	i	24.9
> COc1ccc(Cl)cc1C(=O)NC(C)C
  -0.971	-0.289	-0.521	0.347	-2.6%	2.7	2.5	11.0	0.7%	-0.6	1096	i	1.8	1.6	624	-0.12	1254	i	57.0
> C=CCn1c(COc2ccccc2F)nnc1SCC(=O)c1c[nH]c2ccccc12
  0.656	-0.228	0.259	-0.0604	12.2%	5.1	2.3	6.0	-1.8%	-1.3	1041	i	14.8	-12.8	669	-0.15	1584	i	48.1
> O=C(Nc1ccc(F)cc1F)c1c(C(F)(F)F)ccnc1Oc1ccccc1
  -0.849	-0.188	-0.497	0.928	-13.1%	/	/	/	/	2.5	1279	/	/	8.6	711	0.5	1352	i	57.1
> O=C(Cc1ccc(Cl)cc1)Nc1ccc(NC(=O)c2cccs2)cc1
  1.9	0.48	1.57	-1.94	-9.4%	3.4	2.8	8.1	-5.2%	-0.4	1221	+	-3.1*	-3.2	697	0.26	1233	i	60.7
> COc1ccc(N(C(=O)c2ccc(S(=O)(=O)N3CCOCC3)cc2)C2C=CS(=O)(=O)C2)cc1 (stereo unspecified)
  -0.851	-0.333	-0.267	0.182	-11.3%	4.5	2.5	7.2	-1.2%	1.2	1500	i	9.6	/	/	-0.28	1394	i	21.6
